Source: PubChem BioAssay
zfTRPN1 agonist – zebrafish TRPN1 (NompC) channel agonism. HEK293 zebrafish TRPN1-YFP, Fluo-8 calcium fluorescence; 100% = response to 87 µM carbachol. activation, % at 3 µM. AID 1424. 220,000 compounds, 0.18% hits;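 active means activation above its plate's cutoff, the mean activation of test wells on that plate plus 3 SD, cut at about 19% in these data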;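 further: 0% = DMSO alone and 100% = 87 µM carbachol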
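Material: zebrafish TRPN1-YFP in HEK293 cells. Doses: one dose of 3 µM, 0.3% DMSO. Incubation: dye 1 h 37 °C plus 30 min RT. Measured by: intracellular calcium fluorescence with Fluo-8.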
Tb hexokinase – blocks Trypanosoma brucei hexokinase 1 activity; recombinant TbHK1, G6PDH-coupled NADH A340; inhibition, % at 10 µM; 220,000 compounds, 0.11% hits; AID 1430;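 active means inhibition of 50% or more in the single-dose primary screen; inactive means inhibition below 50%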
PPC-1+TRAIL kill – kills PPC-1 cancer cells in the presence of TRAIL. cell killing (% activity), % at 4 µM. PPC-1 cells + TRAIL, ATPLite viability luminescence. 220,000 compounds, 0.41% hits;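 active means cell killing above 50% in the first pass at 4 µM, then a duplicate retest at 5 µM averaging 50% or more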;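 further: plate controls were cells with TRAIL plus DMSO for no effect and medium-only wells lacking cells for full effect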
Calpain2 inh – calpain II (pig) inhibition; inhibition, % at 16 µM; AID 1236; purified calpain II, fluorogenic peptide substrate, 30 min; 220,000 compounds, 0.37% hits;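 active means inhibition above about 50%, limit read from the data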
thrombin 1536 – inhibitors of human thrombin; 220,000 compounds, 0.26% hits; AID 1046; inhibition, % at 5 µM; alpha-thrombin, Boc-VPR-AMC fluorogenic substrate cleavage; P00734;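 active means inhibition at or above 40%; inactive means inhibition below 40%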;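 further: 0% = enzyme with no compound and 100% = wells without enzyme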
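System – human alpha-thrombin · Medium – pH 7.5 Tris (50 mM) with NaCl 150 mM, Tween 20 0.05% · Compound – single-point dosing at 5 µM, 0.2% DMSO · Incubation – enzyme reaction carried out at room temperature · Technique – fluorescence of released AMC, ex 355 nm, em 460 nm · Read-out basis – % inhibition of thrombin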
Furin inhibitor – inhibitors of human furin. 220,000 compounds, 0.061% hits. inhibition, % at 30 µM. purified furin, fluorogenic substrate cleavage. P09958. AID 463115; in the data active means inhibition above about 25%; further: inactives centre near -15
EBV gp42 inh – blocks Epstein-Barr virus glycoprotein 42 binding; inhibition, % (tested at 21.74 µM); AID 1085; Fluorescence polarization binding assay, mP read-out; 220,000 compounds, 0.42% hits; Q1HVG2; in the data active means inhibition above about 50%
TRPML3 ag – human mucolipin-3 channel agonism. activation, % at 3 µM. HEK293 TRPML3-YFP, Fluo-8 calcium fluorescence; 100% = the carbachol control signal. Q8TDD5. 220,000 compounds, 0.29% hits. AID 1448;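 active means activation above its plate's cutoff, the mean activation of the plate's test wells plus 3 SD, cut at about 12% in these data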;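 further: 0% = DMSO only wells and 100% = carbachol wells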
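Material: HEK293 cells stably carrying human TRPML3-YFP; compound dosing: single dose, 3 µM final nominal compound, 0.3% DMSO final; incubation: 1-h 37 °C dye load, 5-s basal, 120-s post-compound reads; technique: Fluo-8 intracellular calcium fluorescence, excitation 470-495 nm, emission 515-575 nm; read-out basis: percent activation from peak-to-basal fluorescence ratio, scaled between DMSO and carbachol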
Cl transport mod – modulates chloride dependent transport by human KCC2; Q9H2X9; KCC2 cells, thallium flux FluoZin-2 fluorescence; B-score of Tl+ flux slope (higher = more flux/activation; lower = inhibition) at 10 µM; 190,000 compounds, 2.2% hits;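 active means thallium flux slope and its plate-corrected score both differing from the plate sample mean at a set confidence after two filtering rounds, in either direction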;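 further: slope of fluorescence scaled to starting intensity during 10 to 20 s after thallium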
Target sequence (Q9H2X9 whole entry, looked up): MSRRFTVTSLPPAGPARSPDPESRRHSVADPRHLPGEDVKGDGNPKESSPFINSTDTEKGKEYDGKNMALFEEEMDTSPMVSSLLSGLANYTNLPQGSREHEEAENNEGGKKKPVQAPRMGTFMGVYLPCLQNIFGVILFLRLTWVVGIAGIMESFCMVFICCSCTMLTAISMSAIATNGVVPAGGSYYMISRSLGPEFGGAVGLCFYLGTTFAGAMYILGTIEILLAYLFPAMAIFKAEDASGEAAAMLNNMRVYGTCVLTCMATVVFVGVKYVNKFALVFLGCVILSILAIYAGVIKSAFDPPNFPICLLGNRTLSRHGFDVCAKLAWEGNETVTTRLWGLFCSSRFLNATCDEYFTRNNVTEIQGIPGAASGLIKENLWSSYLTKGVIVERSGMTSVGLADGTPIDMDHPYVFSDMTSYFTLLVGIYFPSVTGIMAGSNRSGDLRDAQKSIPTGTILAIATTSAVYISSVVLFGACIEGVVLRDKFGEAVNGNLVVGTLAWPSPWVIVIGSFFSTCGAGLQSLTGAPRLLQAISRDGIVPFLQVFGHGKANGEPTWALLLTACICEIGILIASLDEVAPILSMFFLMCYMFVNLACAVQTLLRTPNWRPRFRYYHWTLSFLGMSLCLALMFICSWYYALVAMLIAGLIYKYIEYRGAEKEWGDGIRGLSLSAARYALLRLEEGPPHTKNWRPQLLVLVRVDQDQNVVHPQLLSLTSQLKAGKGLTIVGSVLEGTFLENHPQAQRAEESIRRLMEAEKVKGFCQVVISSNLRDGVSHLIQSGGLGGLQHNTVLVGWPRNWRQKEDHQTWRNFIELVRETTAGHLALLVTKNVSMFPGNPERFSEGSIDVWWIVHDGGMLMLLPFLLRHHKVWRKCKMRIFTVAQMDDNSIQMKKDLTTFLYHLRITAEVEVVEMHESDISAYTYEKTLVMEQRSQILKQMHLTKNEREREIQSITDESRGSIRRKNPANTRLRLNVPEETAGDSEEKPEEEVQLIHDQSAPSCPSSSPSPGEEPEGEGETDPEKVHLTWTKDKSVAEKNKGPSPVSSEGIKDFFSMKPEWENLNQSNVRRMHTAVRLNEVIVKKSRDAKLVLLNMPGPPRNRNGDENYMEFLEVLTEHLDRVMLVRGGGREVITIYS
* hit, by the source's call; / = no result given; [ ] = remark or other dose.

SMILES | zfTRPN1 agonist | Tb hexokinase | PPC-1+TRAIL kill | Calpain2 inh | thrombin 1536 | Furin inhibitor | EBV gp42 inh | TRPML3 ag | Cl transport mod
CCC(=O)Nc1nnc(CSCc2ccc(F)cc2)s1 | 1.1 | -1.1 | 2.5 | 1.3 | 3.9 | -18.9[20 µM] | -21.5 | 0.3 | /
O=C(O)c1ccc(N2Cc3ccccc3C2)cc1O | 0.1 | -10.3 | 5.8 | -44.5 | -3.0 | -7.6[20 µM] | 9.6 | 0.8 | -1.13
O=C(O)c1ccc2nc(-c3ccco3)c(-c3ccco3)nc2c1 | 0.3 | -18.1 | 17.9 | -403.5 | -8.2 | -22.5 | -13.0 | 1.0 | -0.0312
S=C(NCCc1ccccc1)N1CCN(Cc2ccccc2)CC1 | 1.1 | 0.9 | 9.5 | 6.1 | -17.1 | -17.6 | 6.0 | 0.1 | -1.77
Cc1ccccc1NC(=S)N(Cc1cccs1)C1CCCC1 | 0.8 | -4.0 | 11.4 | 11.1 | -7.9 | -19.6 | -16.7 | 0.8 | 3.58
Cc1ccc(NC(=O)c2cc(-c3cccs3)on2)cc1C | 0.3 | -5.2 | -0.7 | -33.1 | -0.4 | -27.2 | -1.4 | 1.1 | -2.12
O=c1[nH]nc(SCc2ccccc2Cl)n1-c1ccc2c(c1)OCCO2 | 0.3 | -12.5 | 5.0 | -5.5 | -10.3 | -21.8 | -4.8 | -0.5 | -0.025
O=C(NCc1ccc2c(c1)OCO2)c1cccnc1Cl | 0.0 | 0.1 | -10.1 | -12.7 | -3.7 | -22.5 | -0.4 | 0.8 | -0.0139
O=C(Nc1ccccc1)c1n[nH]c(Cn2cncn2)n1 | 0.5 | 1.2 | 1.4 | -3.4 | 2.2 | -10.8[20 µM] | 0.1 | 0.3 | 0.15
Cc1ccc(N2CCN(C(=O)c3ccccc3NC(=O)C3CC=CCC3C(=O)O)CC2)cc1 (centres undefined) | -0.7 | -12.4 | 10.3 | -22.7 | -3.1 | -13.9[20 µM] | -17.7 | 0.5 | 0.407
Cc1cc(Cl)ccc1OCc1cn2cccnc2n1 | -2.0 | -7.4 | 27.4 | -15.4 | -2.5 | -10.9 | -8.3 | -0.2 | -0.369
CC(C)CN(CC(C)C)S(=O)(=O)N1CCC(C(=O)N2CCc3ccccc3C2)CC1 | 0.1 | 1.7 | 12.9 | 18.3 | -1.8 | -11.2 | 10.8 | 0.9 | 1.56
CC(C)N(Cc1nc(-c2ccccc2)no1)C(=O)CN(C)S(=O)(=O)c1ccccc1 | 1.1 | 3.6 | 22.3 | 20.7 | 10.8 | -16.9[20 µM] | -7.7 | 0.0 | -0.0447
CC(=O)C1=C(C)NC(C)=C(C(C)=O)C1c1ccccc1 | 0.7 | -5.3 | 7.4 | -6.2 | 2.3 | -12.2 | -4.0 | 0.0 | 0.542
Cc1ccnc(SCC(=O)N2CCC(C(N)=O)CC2)n1 | -0.4 | 1.2 | 8.2 | 10.7 | 5.2 | -25.7 | -12.8 | 0.8 | 1

Reformatted as a markdown table: entries from further up
| mol | zfTRPN1 agonist | Tb hexokinase | PPC-1+TRAIL kill | Calpain2 inh | thrombin 1536 | Furin inhibitor | EBV gp42 inh | TRPML3 ag | Cl transport mod |
| --- | --- | --- | --- | --- | --- | --- | --- | --- | --- |
| Cc1ccc(NC(=O)c2cc(-c3cccs3)on2)cc1C | 0.3 | -5.2 | -0.7 | -33.1 | -0.4 | -27.2 | -1.4 | 1.1 | -2.12 |
| O=c1[nH]nc(SCc2ccccc2Cl)n1-c1ccc2c(c1)OCCO2 | 0.3 | -12.5 | 5.0 | -5.5 | -10.3 | -21.8 | -4.8 | -0.5 | -0.025 |

Additional compounds follow.
SMILES | zfTRPN1 agonist | Tb hexokinase | PPC-1+TRAIL kill | Calpain2 inh | thrombin 1536 | Furin inhibitor | EBV gp42 inh | TRPML3 ag | Cl transport mod
CCCNS(=O)(=O)c1ccc(CCC(=O)Nc2cc(Cl)ccc2Oc2ccccc2)cc1 | 1.9 | 10.0 | 5.3 | 7.8 | -1.6 | -1.3[20 µM] | 3.4 | 0.8 | -2.23
O=C(COC(=O)c1ccccc1C(=O)c1ccccc1)Nc1ccc(SC(F)F)cc1 | 0.5 | 10.0 | -11.8 | 3.1 | -3.0 | -0.9 | 3.3 | 1.0 | -0.691
COc1cc(C(=O)NCc2cn3ccsc3n2)cc(OC)c1OC | -0.5 | 5.6 | / | / | / | -10.9[20 µM] | / | 0.3 | -0.579
CSc1nsc2nc(=O)c(/C=C3\C(C)=Nc4ccccc43)c(N)n12 | 0.3 | -6.3 | 25.3 | 30.3 | -0.9 | -23.7 | -11.8 | 0.6 | -4.68
C/C(=N\Nc1cc(C(F)(F)F)ccc1Cl)c1ccccc1O | 0.1 | -8.3 | 25.3 | 8.8 | 1.0 | -29.4 | -9.5 | 0.9 | 0.0431
CN(CCO)c1cc(Sc2nc3ccccc3s2)c2nonc2c1[N+](=O)[O-] | 1.1 | 4.1 | 9.3 | 8.2 | 0.9 | -1.3[20 µM] | -21.4 | 0.8 | /
COCC(C)n1c(C)cc(C(=O)CN2C(=O)NC(Cc3c[nH]c4ccccc34)C2=O)c1C (centres undefined) | 0.9 | -9.2 | 18.4 | -47.0 | -4.6 | -11.7[20 µM] | -16.7 | 1.0 | /
CCCCOC(=O)/C=C/c1ccc(OC(=O)OC)c(OC(=O)OC)c1 | 0.5 | -1.3 | -8.2 | -14.9 | -12.1 | -4.8 | -13.0 | 0.3 | 0.0151
CCSc1oc(-c2ccco2)nc1S(=O)(=O)c1ccccc1 | -0.9 | -1.2 | -5.2 | -18.4 | -5.8 | -8.9[20 µM] | 5.2 | -1.1 | 6.52*
O=C(O)CCSc1nc2ccccc2c(=O)[nH]1 | -0.2 | 0.3 | 2.8 | -13.5 | -6.6 | -11.6[20 µM] | -10.6 | 0.7 | -0.296
CCC(c1nnnn1Cc1ccc(OC)cc1)N1CCN(c2ccc(OC)cc2)CC1 (centres undefined) | -0.2 | -3.0 | 8.1 | -16.3 | -1.5 | -12.3 | -9.2 | -0.6 | -1.61
CC(C)C[C@H](NC(=O)C1(c2ccccc2)CCN(C(=O)[C@H]2CSCN2C(=O)OC(C)(C)C)CC1)C(=O)O | 1.6 | 4.6 | 15.8 | 24.3 | 0.2 | -4.4 | -2.8 | 0.9 | 1.58
CCCN(CCC)CC(O)CN1C(=O)N(CN2C(=O)N(CC(O)CN(CCC)CCC)C(=O)C2(C)C)C(C)(C)C1=O (centres undefined) | -0.5 | 0.1 | 10.1 | -25.7 | -10.7 | -16.1 | -8.3 | -1.4 | -0.305
Cc1sc2nc(CN3CCOCC3)[nH]c(=S)c2c1C | -0.8 | -8.4 | 3.4 | -5.0 | -2.5 | -28.0 | -20.5 | 0.3 | 73.4*

A draw from above in order of heavy-atom count, high to low:
SMILES | zfTRPN1 agonist | Tb hexokinase | PPC-1+TRAIL kill | Calpain2 inh | thrombin 1536 | Furin inhibitor | EBV gp42 inh | TRPML3 ag | Cl transport mod
CCCN(CCC)CC(O)CN1C(=O)N(CN2C(=O)N(CC(O)CN(CCC)CCC)C(=O)C2(C)C)C(C)(C)C1=O (centres undefined) | -0.5 | 0.1 | 10.1 | -25.7 | -10.7 | -16.1 | -8.3 | -1.4 | -0.305
CC(C)C[C@H](NC(=O)C1(c2ccccc2)CCN(C(=O)[C@H]2CSCN2C(=O)OC(C)(C)C)CC1)C(=O)O | 1.6 | 4.6 | 15.8 | 24.3 | 0.2 | -4.4 | -2.8 | 0.9 | 1.58
COCC(C)n1c(C)cc(C(=O)CN2C(=O)NC(Cc3c[nH]c4ccccc34)C2=O)c1C (centres undefined) | 0.9 | -9.2 | 18.4 | -47.0 | -4.6 | -11.7[20 µM] | -16.7 | 1.0 | /
CCC(c1nnnn1Cc1ccc(OC)cc1)N1CCN(c2ccc(OC)cc2)CC1 (centres undefined) | -0.2 | -3.0 | 8.1 | -16.3 | -1.5 | -12.3 | -9.2 | -0.6 | -1.61
CN(CCO)c1cc(Sc2nc3ccccc3s2)c2nonc2c1[N+](=O)[O-] | 1.1 | 4.1 | 9.3 | 8.2 | 0.9 | -1.3[20 µM] | -21.4 | 0.8 | /
CCCCOC(=O)/C=C/c1ccc(OC(=O)OC)c(OC(=O)OC)c1 | 0.5 | -1.3 | -8.2 | -14.9 | -12.1 | -4.8 | -13.0 | 0.3 | 0.0151
COc1cc(C(=O)NCc2cn3ccsc3n2)cc(OC)c1OC | -0.5 | 5.6 | / | / | / | -10.9[20 µM] | / | 0.3 | -0.579
C/C(=N\Nc1cc(C(F)(F)F)ccc1Cl)c1ccccc1O | 0.1 | -8.3 | 25.3 | 8.8 | 1.0 | -29.4 | -9.5 | 0.9 | 0.0431
Cc1ccnc(SCC(=O)N2CCC(C(N)=O)CC2)n1 | -0.4 | 1.2 | 8.2 | 10.7 | 5.2 | -25.7 | -12.8 | 0.8 | 1
Cc1sc2nc(CN3CCOCC3)[nH]c(=S)c2c1C | -0.8 | -8.4 | 3.4 | -5.0 | -2.5 | -28.0 | -20.5 | 0.3 | 73.4*
O=C(O)CCSc1nc2ccccc2c(=O)[nH]1 | -0.2 | 0.3 | 2.8 | -13.5 | -6.6 | -11.6[20 µM] | -10.6 | 0.7 | -0.296
